Assay outcomes as filed in PubChem BioAssay.
esBAF inh: SWI/SNF esBAF complex inhibition. mouse ES cells, Bmi1-luciferase knock-in reporter, 24 h; 100% = twice the neutral-well signal. reporter increase, % at 12.5 µM. hit rate 2% among 350,000; in the data active = activation above about 40%; inconclusive = no clear call, values can overlap the other calls;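 also: 0% = median of the plate's neutral control wells and 100% = double that signal; a rise in the Bmi1 reporter signal indicates esBAF inhibition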
RAD54 inh: blocks human RAD54 Holliday junction branch migration; Q92698; FAM/BHQ fluorescence; inhibition, % at 10.4 µM; hit rate 0.14% among 360,000;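 active = mean normalized replicate activity at least 40 and at least half of replicates scoring 40 or more; inconclusive = only one of the two criteria met; inactive = mean below 40 and under half of replicates reaching 40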;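 also: 0% = median of neutral control wells and 100% = median of positive control wells; inhibitors cause a drop in the FAM fluorescence signal; in these data hits start at about 50%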
Target sequence (Q92698 whole entry, looked up): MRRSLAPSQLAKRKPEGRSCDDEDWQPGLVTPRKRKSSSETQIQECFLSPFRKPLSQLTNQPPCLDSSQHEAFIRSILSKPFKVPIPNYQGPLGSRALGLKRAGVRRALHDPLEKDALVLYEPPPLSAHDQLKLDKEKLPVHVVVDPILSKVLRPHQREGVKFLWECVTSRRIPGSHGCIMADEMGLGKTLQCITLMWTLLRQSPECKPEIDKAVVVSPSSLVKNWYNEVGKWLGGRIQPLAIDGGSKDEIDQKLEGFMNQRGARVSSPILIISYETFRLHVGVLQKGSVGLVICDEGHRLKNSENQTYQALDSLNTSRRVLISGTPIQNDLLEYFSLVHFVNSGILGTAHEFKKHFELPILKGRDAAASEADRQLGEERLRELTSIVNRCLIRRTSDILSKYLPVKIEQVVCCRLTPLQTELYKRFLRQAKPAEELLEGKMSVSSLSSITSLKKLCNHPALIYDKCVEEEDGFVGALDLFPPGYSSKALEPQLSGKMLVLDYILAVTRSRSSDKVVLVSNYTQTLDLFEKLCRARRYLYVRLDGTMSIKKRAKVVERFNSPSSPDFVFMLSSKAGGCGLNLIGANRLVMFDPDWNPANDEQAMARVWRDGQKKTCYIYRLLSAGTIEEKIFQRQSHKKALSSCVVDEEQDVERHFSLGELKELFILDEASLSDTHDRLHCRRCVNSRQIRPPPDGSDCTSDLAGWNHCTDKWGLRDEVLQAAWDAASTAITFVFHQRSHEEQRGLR
FN deposit inh: fibronectin deposition inhibition | AH1F fibroblasts, Alexa488-fibronectin deposition fluorescence, overnight | inhibition, % at 12.6 µM | hit rate 0.086% among 350,000 | AID 743247;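 active = mean inhibition across replicates of 30% or more, regardless of how many single replicates reach that level; inconclusive = mean under 30% yet at least half of replicates reach 30%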;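 also: positive control wells lacked labelled fibronectin entirely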
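Test system: AH1F fibroblast monolayer depositing Alexa488-labelled fibronectin into matrix. Input: 10000 cells per well. Technique: fluorescence, ex 485 nm, em 525 nm. Buffer or medium: DMEM plus 2% serum, read in PBS. Timing: 1 h cell adhesion before compound, then overnight fibronectin incubation. Compound: single dose, pinned. Read-out basis: inhibition from reduced deposited-fibronectin fluorescence.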
* = called active by the depositor; ? = inconclusive. An excerpt (hit frequency here may not be typical).

Order of results: esBAF inh | RAD54 inh | FN deposit inh
CCCc1nnc(SCC(=O)N2CCCCC2)n1CCCOC
→ -8 | 2 | -7
COCCNC(=O)Cn1nc(C(F)(F)F)c(Br)c1C
→ -1 | -3 | -6
COc1ccc(CNCC(O)(c2ccc(Cl)cc2)c2ccc(Cl)cc2)cc1
→ 6 | -3 | -33
Cc1cc2nc(-c3ccc(SCC(=O)N4CCOCC4)nc3)[nH]c2cc1C
→ 34 | 2 | 1
Cc1ccc(C2CC(C(F)(F)F)n3nc(C(=O)NCc4c(C)nn(C)c4C)c(Cl)c3N2)cc1 (centres undefined)
→ -20 | 4 | -17
CCCN1CCC(NC(=O)Nc2ccc(F)cc2F)CC1
→ -2 | -15 | -12
Cc1ccc(S(=O)(=O)N(C)Cc2cc3ccccc3[nH]c2=O)cc1
→ 3 | -10 | 8
Cc1cccc(NC(=O)c2c(F)c(F)c(F)c(F)c2F)c1
→ -3 | -12 | 2
O=C(NCc1ccc(Cl)cc1)c1ccc(Cn2cc(C(F)(F)F)ccc2=O)cc1
→ 4 | -11 | 0
COC(=O)c1[nH]c(C)c(/C(O)=C2\C(=O)C(=O)N(CCN3CCOCC3)C2c2ccccc2OC)c1C (centres undefined)
→ -5 | 3 | 0
CC(C)CNS(=O)(=O)c1ccc2c(c1)OCCO2
→ 1 | -7 | 3
Fc1ccc(C(c2nnnn2Cc2cccs2)N2CCN(c3ccccc3)CC2)cc1 (centres undefined)
→ 2 | -18 | -5
Cc1cccc(-n2nnnc2SCC(=O)NCCN2C(=O)CSC2=O)c1
→ -1 | 1 | 4
O=C(CNC(=O)c1cccs1)OCC(=O)c1cccs1
→ -5 | 16 | 4
NS(=O)(=O)c1ccc(CCNc2ncnc3sccc23)cc1
→ -29 | -16 | -6
CCc1nc(OCCN(CC)CC)c2oc3ccccc3c2n1
→ 21 | 5 | 9
O=C(c1ccc(Cl)cc1)N1CCN(c2ccc(F)cc2)CC1
→ 5 | 0 | -7
O=C1Cn2c(nc3ccccc32)N1c1cccc(C(F)(F)F)c1
→ -1 | 2 | 6
Cc1ccc(C(=O)COC(=O)c2cc(Cl)nc3ccccc23)cc1C
→ -8 | -4 | -7
c1ccc(CN2c3ccccc3-c3nc4ccccc4n3C2c2ccccn2)cc1 (centres undefined)
→ -5 | -1 | -1
Cn1c(=O)c2nc(-c3ccccc3)oc2c2ccccc21
→ 21 | 2 | -2
CCOC(=O)N1CCN(C(=O)CNCc2cccs2)CC1
→ -3 | 2 | 9
O=C(NCc1ccccc1Br)c1ccco1
→ 6 | -9 | 5
CN1CCN(C2=Cc3ccccc3Sc3cc(F)c(F)cc32)CC1
→ 0 | -4 | -9
COC(=O)c1ccccc1NC(=O)Cc1ccccc1OC
→ -4 | 6 | -14
CCCCCn1c(=O)[nH]c2cc(C(=O)NCCCN3CCC(C)CC3)ccc2c1=O
→ -3 | -1 | 0
Cc1cc(C)c2c(C)nn(-c3ccccc3)c2n1
→ -4 | -2 | 0
CCCc1cc(=O)oc2cc(OCc3nn[nH]n3)ccc12
→ -4 | -6 | -11
O=C(Nc1nc2c(s1)CCCC2=O)c1cnccn1
→ 24 | -2 | 1
O=C(c1cccc(Br)c1)c1cn(-c2ccccc2)nc1C(=O)c1ccccc1
→ 5 | 21 | -7
O=C(Cn1cnc2c(nnn2Cc2ccccc2F)c1=O)OCc1ccccc1
→ -7 | -11 | -9
CSc1nc(-c2ccco2)nn1C(=O)CCc1ccccc1
→ -4 | -2 | 17
Cn1c(=O)c2c(nc(SCC(=O)N3CCCCCC3)n2C)n(C)c1=O
→ 5 | 2 | 1
CC(Oc1ccc(Cl)cc1Cl)C(=O)Nc1ccc(N2CCN(C)CC2)cc1 (centres undefined)
→ -10 | 26 | 15
O=C(Nc1ccc2c(c1)ncn2C1CCCCC1)c1ccco1
→ ? | 4 | -2
Cc1ccc(C(=O)CCC(=O)Nc2cccnc2)cc1C
→ 3 | 6 | 5
COc1ccc2c(c1)CCCC21NC(=O)N(CC(N)=O)C1=O (centres undefined)
→ 2 | 2 | -1
Cc1ccc(N2CC(C(=O)Nc3cccnc3)CC2=O)cc1 (centres undefined)
→ 2 | 3 | 0
Clc1cc(Cl)c2nc(N3CCCCC3)sc2c1
→ 53* | 16 | 6
CCOC(=O)c1cnc(-n2nc(C)cc2C)nc1N1CC(C)OC(C)C1 (centres undefined)
→ -3 | 4 | -2
COc1ccc(C2C(C(=O)N3CCC(C)CC3)c3ccccc3C(=O)N2C)cc1 (centres undefined)
→ -5 | 7 | 3
CCN(CC)C(=O)C(=O)Nc1cc(C(F)(F)F)ccc1Cl
→ 1 | 8 | 3
Cc1cc(C)nc(NCC(O)COc2ccccc2C)n1 (centres undefined)
→ 0 | 0 | -4
O=C(CN1CCN(c2ccccn2)CC1)N1c2ccccc2CCc2ccccc21
→ -1 | 8 | 9
CCOc1cc2c(cc1OCC)C(C(=O)O)C(c1ccc(OC)c(O)c1)N(C)C2=O (centres undefined)
→ -5 | 17 | -11
COc1ccc(Nc2nc(OC)nc(N3CCN(c4ccc(OC)cc4)CC3)n2)cc1
→ -2 | 9 | 1
CCOC(=O)C1CCCN(C(=O)c2ccco2)C1 (centres undefined)
→ -8 | 13 | -7
COc1ccc(S(=O)(=O)Nc2ccc3c(c2)OCO3)cc1C(=O)O
→ 1 | 1 | -6
CCOc1ccc(C2NC(=O)C(C#N)=C(S)N2c2ccc(C)cc2)cc1OC (centres undefined)
→ -6 | -3 | 0
Cc1ccc2sc3ccc(NC(=O)c4ccccc4Cl)cc3c(=O)c2c1
→ 19 | -4 | -2
O=C(Nc1ccc2c(c1)CCC2)C1CCN(c2ncccn2)CC1
→ 13 | 4 | -3
CC(C)Oc1ccc(OCCNC2CCCC2)cc1
→ 11 | 8 | 4
COC(=O)c1sc2nc(-c3ccco3)ccc2c1N
→ -22 | 4 | 15
CCOc1ccccc1CN1C(=O)NC(C)(c2ccccc2)C1=O (centres undefined)
→ 2 | -13 | 0
CCOc1ccc(S(=O)(=O)N2CCCCCC2)cc1
→ 2 | 4 | 0
Cc1ccc(C2/C(=C(/O)c3ccccc3)C(=O)C(=O)N2CCN2CCOCC2)o1 (centres undefined)
→ 1 | 4 | -1
Cc1nc(NC(=O)COC(=O)C(NC(=O)c2ccco2)C(C)C)c(Cl)cc1Cl (centres undefined)
→ 0 | -6 | 9
CCn1ncc(/C=N\NC(=O)c2cc(-c3ccc(C)cc3C)nc3ccccc23)c1C
→ -2 | -2 | 1
CCN(CC(=O)NC(C)C)C(=O)C(CCSC)NC(=O)c1cccc(C)c1 (centres undefined)
→ 4 | 1 | 3
CC(=O)Nc1sc2c(c1C#N)CC(C)(C)NC2(C)C
→ -3 | -1 | -2

For convenience, some entries already given.
Order of results: esBAF inh | RAD54 inh | FN deposit inh
Cc1ccc(C2/C(=C(/O)c3ccccc3)C(=O)C(=O)N2CCN2CCOCC2)o1 (centres undefined)
→ 1 | 4 | -1
Cc1nc(NC(=O)COC(=O)C(NC(=O)c2ccco2)C(C)C)c(Cl)cc1Cl (centres undefined)
→ 0 | -6 | 9
CCn1ncc(/C=N\NC(=O)c2cc(-c3ccc(C)cc3C)nc3ccccc23)c1C
→ -2 | -2 | 1
CCN(CC(=O)NC(C)C)C(=O)C(CCSC)NC(=O)c1cccc(C)c1 (centres undefined)
→ 4 | 1 | 3
CC(=O)Nc1sc2c(c1C#N)CC(C)(C)NC2(C)C
→ -3 | -1 | -2

Marked active in esBAF inh, of those listed so far:
Molecule,esBAF inh
Clc1cc(Cl)c2nc(N3CCCCC3)sc2c1,53*

Single entries from the entries so far:
CC(Oc1ccc(Cl)cc1Cl)C(=O)Nc1ccc(N2CCN(C)CC2)cc1 (centres undefined) @ RAD54 inh = 26
CCN(CC(=O)NC(C)C)C(=O)C(CCSC)NC(=O)c1cccc(C)c1 (centres undefined) @ RAD54 inh = 1
CCn1ncc(/C=N\NC(=O)c2cc(-c3ccc(C)cc3C)nc3ccccc23)c1C @ RAD54 inh = -2
Cc1ccc2sc3ccc(NC(=O)c4ccccc4Cl)cc3c(=O)c2c1 @ esBAF inh = 19
Cc1ccc(C2/C(=C(/O)c3ccccc3)C(=O)C(=O)N2CCN2CCOCC2)o1 (centres undefined) @ esBAF inh = 1
O=C(Nc1ccc2c(c1)ncn2C1CCCCC1)c1ccco1 @ FN deposit inh = -2
CC(C)Oc1ccc(OCCNC2CCCC2)cc1 @ esBAF inh = 11

Arranged by count of non-hydrogen atoms (low to high): some entries from above.
Order of results: esBAF inh | RAD54 inh | FN deposit inh
CC(C)Oc1ccc(OCCNC2CCCC2)cc1
→ 11 | 8 | 4
Cc1cccc(NC(=O)c2c(F)c(F)c(F)c(F)c2F)c1
→ -3 | -12 | 2
O=C(Nc1ccc2c(c1)ncn2C1CCCCC1)c1ccco1
→ ? | 4 | -2
CCOc1ccc(C2NC(=O)C(C#N)=C(S)N2c2ccc(C)cc2)cc1OC (centres undefined)
→ -6 | -3 | 0
CCOc1cc2c(cc1OCC)C(C(=O)O)C(c1ccc(OC)c(O)c1)N(C)C2=O (centres undefined)
→ -5 | 17 | -11

Continued:
Order of results: esBAF inh | RAD54 inh | FN deposit inh
Cc1cc(C)cc(NC(=O)CSc2nnc(CN3CCOCC3)n2C)c1
→ -5 | -1 | -1
COCCN(C(=O)Nc1ccccc1)c1ccccc1C
→ 2 | -5 | -6
O=C(O)c1ccc(OC(F)(F)C(F)C(F)(F)F)cc1 (centres undefined)
→ -5 | -10 | 10
O=[N+]([O-])c1ccc(Sc2nnnn2-c2ccccc2)c(Cl)c1
→ 9 | 7 | 12
O=C(Cc1ccccc1)Nc1ccc(NC(=O)c2ccco2)nc1
→ 46* | -9 | -10
O=C(CSc1nc2ccccc2[nH]1)Nc1ccc(F)c(F)c1
→ -6 | 13 | 10
CC1(C)c2ssc(=S)c2-c2ccccc2N1C(=O)c1ccco1
→ -9 | 2 | -18
CC(=O)OCN(C#N)c1nc(N(C)C)nc(N(C)C)n1
→ 1 | -10 | 9
CC(=O)Nc1ccc(NC(=O)CSc2nccn2Cc2ccccc2)cc1
→ -2 | 0 | 1
CCn1cc(C(=O)N2CCN(Cc3ccc4c(c3)OCO4)CC2)c2cc(OC)c(OC)cc2c1=O
→ 0 | 4 | 1
CCN1CCN(C(=O)c2ccc(Cn3c(=O)[nH]c4cc(OC)c(OC)cc4c3=O)cc2)CC1
→ 0 | 44 | 5
COc1ccccc1NC(=O)Nc1ccnn1Cc1cccs1
→ 4 | 4 | 13
CCc1ccc(NC(=O)c2sccc2-n2cccc2)cc1
→ 21 | 2 | -4
CC(/C=C/c1ccco1)=N/NC(=O)Cc1cccs1
→ 10 | 7 | -12
CCn1c(C)c(CCC(=O)O)c(=O)n2nc(-c3ccccc3OC)cc12
→ -10 | -9 | -1
COCP(=O)(c1ccccc1)c1ccccc1
→ 0 | -5 | 4
CN(CCOc1ccc(Cl)cc1)c1ccc(S(=O)(=O)N2CCCCC2)cn1
→ 2 | 1 | 6
Cc1cc2c(NCC(C)O)ncnc2s1 (centres undefined)
→ 1 | 5 | 6
CCC1=[N+]([O-])C(C)(/C(C)=N\O)N(O)C1(C)C (centres undefined)
→ -2 | 16 | 6
COc1ccc(/C=C/C(=O)Nc2cc(C(F)(F)F)ccc2Cl)cc1
→ -8 | -5 | 6
CCN(CC)CCNC(=O)CS(=O)Cc1nc(-c2ccc(Cl)cc2)oc1C (centres undefined)
→ 1 | 3 | 4
Nc1nnc(SCc2cccnc2)s1
→ 3 | 1 | -11
COc1ccc2c(c1)c1ccccc1n2C
→ -1 | 6 | -10
CCc1nnc(NC(=O)CSc2nc(-c3ccccc3)cc(-c3ccc(F)cc3)c2C#N)s1
→ -13 | 1 | 2
O=C1c2ccccc2CCC1C(O)c1ccccn1 (centres undefined)
→ 5 | -1 | -2
COc1ccc(-c2cc(-c3ccc(Br)cc3)nc3ncnn23)cc1OC
→ -3 | 1 | 13
